# Source: PubChem BioAssay
# miR-122 sensor: miR-122 inhibition in Huh7 cells; Huh7 miR-122 Renilla luciferase sensor, 48 h; neutral wells = 0, positive control = 100; activation (reporter increase), % at 12.5 µM; 340,000 compounds, 0.3% hits; AID 602342;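 active means mean replicate activation score at least 90 and every replicate individually at or above 90; inconclusive means only one of the two criteria met; inactive means neither criterion met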;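 further: higher luciferase means less miR-122 activity so hits act as miR-122 inhibitors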
# FN deposit inh: fibronectin deposition inhibition. AH1F fibroblasts, Alexa488-fibronectin deposition fluorescence, overnight. inhibition, % at 12.6 µM. 350,000 compounds, 0.086% hits;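 active means mean inhibition across replicates of 30% or more, regardless of how many single replicates reach that level; inconclusive means mean under 30% yet at least half of replicates reach 30%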;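 further: positive control wells lacked labelled fibronectin entirely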
#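 Material: AH1F fibroblast monolayer depositing Alexa488-labelled fibronectin into matrix | Input: 10000 AH1F cells/well | Medium: DMEM plus 2% serum, read in PBS | Reagent: Alexa488-fibronectin, 24 nM final in well | Compound dosing: One dose per compound, pinned | Schedule: 1 h adhesion, overnight exposure | Measured by: Fluorescence at 485 nm excitation, 525 nm emission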
# CFTR F508del cor: CFTR F508del correction in bronchial cells; CFBE cells, YFP halide quenching; stimulated with forskolin plus potentiator P3; % fluorescence drop versus neutral controls; 350,000 compounds, 0.36% hits; activity (quench increase), % at 7.58 µM; AID 720511;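 active means mean added fluorescence quench of at least 8% versus neutral control, with both replicates also reaching 8%; inconclusive means only one of the mean or replicate conditions met; inactive means mean below 8% and not both replicates reaching 8%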;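 further: cells transiently co-express mutant CFTR-F508del with the halide-sensitive YFP; corrector assay measuring rescue of mutant channel to the surface after 24 h compound exposure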
# EWS-Fli block: blocks EWS/Fli oncoprotein-driven transcription; A673 NR0B1-luciferase reporter, viability-normalised; inhibition, % at 12.6 µM; 350,000 compounds, 0.67% hits;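 active means mean inhibition of at least 50% after viability correction, with every replicate also passing that limit; inconclusive means mean reaches 50% but only one of two replicates passes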;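 further: firefly luciferase signal divided by Alamar Blue viability fluorescence both relative to DMSO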
# PAX8 inh HTS: PAX8 transcriptional activity inhibition; RMG-I TPO-luciferase reporter, SteadyGlo, 24 h; inhibition, % at 12.6 µM; 360,000 compounds, 1.2% hits; AID 652154;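 active means mean replicate inhibition at least 60% with every replicate also reaching 60%; inconclusive means only one of the two criteria is met; inactive means mean below 60% and not all replicates reaching 60%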;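 further: luciferase light reporting Pax8 driven TPO promoter activity; plate controls were median of neutral control wells for no effect and mitoxantrone controls for full effect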
# DENV2 CPE: inhibitors of DENV2 cytopathic effect; DENV2-infected cells, cytopathic effect rescue, plate reader; CPE inhibition, % at 9.99 µM; 350,000 compounds, 1.7% hits; AID 651640; in the data active means CPE inhibition above about 20%, passing the limit was not always enough; inconclusive means no clear call, values can overlap the other calls; tested in BHK-21 cells;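 further: 0% = median of neutral control wells and 100% = median of positive control wells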
# GSIS activator: primary screen for activators of insulin secretion dependent on glucose, INS-1E cells, GLuc reporter luminescence; activation, % at 16.6 µM; 370,000 compounds, 0.61% hits; INS-1E GLuc reporter insulin secretion, 2-3 h;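 active means lowest replicate activation of at least 40%, so every replicate reaches that level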;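 further: 0% = median of neutral control wells and 100% = median of IBMX positive control wells; some compounds called inactive have numbers as strong as hits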
# * hit, by the source's call; ? = inconclusive; · = no result given; & = joins results of further samples; ! = not active in a repeat; [ ] = another dose, or the depositor's remark.
Compound	miR-122 sensor	FN deposit inh	CFTR F508del cor	EWS-Fli block	PAX8 inh HTS	DENV2 CPE	GSIS activator
COc1cccc(-c2cnc3c(c2)C(=O)N([C@H](C)CO)C[C@@H](C)[C@@H](CN(C)CC2CCOCC2)O3)c1	-6[16.7 µM]	2	-2.9	-4	-16	-3	26
OCC[C@H]1C[C@@H](O)[C@H](O)[C@]2(CCc3ccccc3CO2)O1	·	-8	-0.1	-6	2	-13	-1
O=C(CCNc1n[nH]c(=O)[nH]c1=O)N1CCOCC1	-5	0	·	·	8	·	·
C[C@@H]1CN([C@H](C)CO)C(=O)CCCn2nncc2CO[C@H]1CN(C)C(=O)Nc1ccnc(N2CCOCC2)c1	-5	1&1	1.4&-1.0	-4&-2	-6&-15	-7&0	45*!
O=C(c1ccncc1)N1CC(=O)N2[C@@H](CO)[C@H](c3ccc(-c4cccnc4)cc3)[C@@H]2C1	·	·	0.2	-4	11	0	-1
Cc1ccc(C(=O)NC2CC(C)(C)NC(C)(C)C2)cc1S(=O)(=O)N1CCOCC1	-2	-3	-2.7	4	-4	-6	46
C[C@H]1CN([C@@H](C)CO)C(=O)c2cc(C3=CCCC3)cnc2O[C@H]1CN(C)C(=O)c1ccc(F)cc1	-6[16.7 µM]	·	0.3	-8	-7	-9	-1
CCOc1ccc(C(=O)NCC(=O)N2CCN(c3ccccc3O)CC2)cc1	-8	-3	-1.2	9	2	-6	-4
Cn1c(=O)[nH]c(=O)c2c1nc(SCC(O)CCl)n2Cc1ccccc1 (centres undefined)	-3	3	-0.3	9	17	1	41*
Cc1cc(NC(=O)c2c(Br)cnn2C)no1	-5	·	-0.4	·	-9	2	10
O=C(Nc1ccccc1C(=O)NC(Cc1ccc(O)cc1)C(=O)O)c1ccccc1 (centres undefined)	-2	-6	-2.5	-6	7	-6	7
O=C1NC(=S)SC1=Cc1ccc(Cl)cc1	2	1	·	-16	-27	22*	·
C/C=C/c1ccc2c(c1)O[C@@H](CN(C)C(=O)CN(C)C)[C@@H](C)CN([C@H](C)CO)S2(=O)=O	12[16.7 µM]	9	1.0	-5	·	-9	-4
Cc1ccc(NC(=O)N2N=C(c3ccc(F)cc3)CC2c2ccc(F)cc2)cc1 (centres undefined)	84	2	-2.7	4	9	?	7
CCCNC(=O)N1C[C@H](C)[C@@H](OC)CN(C)C(=O)c2cc(NC(=O)C3CCC3)ccc2OC[C@H]1C	-14[16.7 µM]	0	-3.6	-13	·	·	-11

# (continued)
Compound	miR-122 sensor	FN deposit inh	CFTR F508del cor	EWS-Fli block	PAX8 inh HTS	DENV2 CPE	GSIS activator
CC(C)C[C@H](NC(=O)CCn1nnc2ccccc2c1=O)C(=O)O	-4	3	-2.0	0	-6	2	12
C[C@H]1CN([C@@H](C)CO)C(=O)c2cccc(NS(=O)(=O)c3cccs3)c2O[C@H]1CN(C)Cc1ccc(-c2ccccc2)cc1	-1[16.7 µM]	·	1.5	0	-1	-4	-17
O=C(Cc1ccncc1)Nc1ccc2c(c1)[C@H]1C[C@@H](CC(=O)NC3CCCCC3)O[C@H](CO)[C@H]1O2	2[16.7 µM]	·	0.1	24	24	14	-12
CCC(=O)N1CC2(CCN(Cc3ccc(Cl)cc3)CC2)c2c(n(C)c3cc(OC)ccc23)[C@@H]1CO	·	3	0.8	11	20	-5	-3
CNC(=O)C[C@@H]1CC[C@H]2[C@@H](COC[C@H](O)CN2S(=O)(=O)c2ccccc2Cl)O1	-1[16.7 µM]	0	2.0	·	·	7	8
COc1ccc(-c2cn3cc(Br)cnc3n2)cc1	-4	-9	1.1	-68	-112	1	-19
CC(C)C(=O)Nc1ccc2c(c1)C(=O)N(C)[C@@H]1CC[C@@H](CC(=O)NCc3ccc(F)cc3)O[C@@H]1CO2	-1[16.7 µM]	-17	-2.5	1	14	-6	3
COc1cc(C)c(C(=O)CSc2nnc(CNC(=O)c3ccco3)n2C)cc1C	-9	1	-0.5	-2	-3	-4	-11
C[C@@H]1CN([C@@H](C)CO)C(=O)c2cc(NS(=O)(=O)c3cccs3)ccc2O[C@@H](C)CCCCO[C@@H]1CN(C)S(=O)(=O)c1ccc(F)cc1	-2[16.7 µM]	·	2.7	10	6	-17	-2
CN=C(c1ccc(C)cc1)n1c(=S)nc(-c2ccc(C)cc2)n(C)c1=S	4	-6	0.2	-91	-235	-5	23
CC(C)c1cn(C2OC(COC(=O)c3ccccc3)C(OC(=O)c3ccccc3)C2OC(=O)c2ccccc2)c(=O)[nH]c1=O (centres undefined)	·	0	0.4	-5	49	·	-5
CCN(CC(=O)NC(C)(C)C)C(=O)c1ccccc1SCC(=O)NC1CCCCCCC1	·	5	-2.2	9	1	?	-9
COc1ccc(S(=O)(=O)NN(C)C(=O)c2nn(-c3ccccc3)ccc2=O)cc1	-1	5	-0.8	-13	10	0	-9
CN(Cc1ccco1)C(=O)Cn1cc(S(=O)(=O)N2CCCC2)c(S(=O)(=O)N2CCCC2)c1	-2	6	-2.9	·	-3	-2	21
COc1ccc(OCC(=O)Nc2ccccc2N2CCN(C)CC2)cc1	-1	0	5.1	-12	-8	-2	10

# Remaining list, next part:
Compound	miR-122 sensor	FN deposit inh	CFTR F508del cor	EWS-Fli block	PAX8 inh HTS	DENV2 CPE	GSIS activator
CCOC(=O)c1sc(CS(=O)(=O)c2ccc(Cl)cc2)nc1C	·	8	0.2	-8	5	-5	·
COC(=O)c1cc(C)c(C)cc1NC1OC(CO)C(O)C1O (centres undefined)	-5	-4	2.6	-2	-2	-10	-7
COc1cccc(-c2ccc([C@H]3[C@@H](CO)N4CCCCN(Cc5cncnc5)C[C@H]34)cc2)c1	6[16.7 µM]	·	2.8	-20	-22	38*	10
Cn1cccc1CC(=O)N/N=C/c1ccco1	2	0	0.1	-8	4	11	5
CC(C)NC(=O)N1[C@@H]2CN(C(=O)c3ccccc3F)c3ccccc3[C@@H]2[C@@H]1CO	-3[16.7 µM]	·	0.4	-2	-19	19	-3
CCNC(=O)C[C@H]1C=C[C@@H](NS(=O)(=O)c2ccc(C)cc2)[C@H](CO)O1	·	-7	2.5	0	5	-6	0
C[C@@H]1CCCCO[C@@H](CN(C)S(=O)(=O)c2ccc(Cl)cc2)[C@@H](C)CN([C@H](C)CO)C(=O)c2cc(NS(C)(=O)=O)ccc2O1	18[16.7 µM]	·	-1.8	-13	-23	22*	10
CCCC#Cc1cnc2c(c1)C(=O)N([C@@H](C)CO)C[C@H](C)[C@H](CN(C)C(=O)c1ccc(F)cc1)O2	0[16.7 µM]	·	0.2	11	·	-2	-18
COc1ccc(NC(=O)Nc2ccc3c(c2)C(=O)N([C@@H](C)CO)C[C@H](C)[C@@H](CN(C)S(=O)(=O)c2ccc(OC)cc2)OCCCC[C@H](C)O3)cc1	-5[16.7 µM]	-4	-6.5	0	-5	-11	14
COc1ccc(C2CC(=O)C3=C(C2)Nc2ccccc2N(C(=O)C2CC2)C3c2cccnc2)cc1OC (centres undefined)	-5	5	·	·	·	·	3
C[C@@H]1CN([C@H](C)CO)C(=O)Cc2cc(NC(=O)NC3CCCCC3)ccc2O[C@H]1CN(C)C	-2[16.7 µM]	-3	-1.4	-2	-10	?	12
CO[C@@H]1CN(C)C(=O)c2ccc(NC(=O)c3ccccc3)cc2OC[C@H](C)N(C(=O)C2CC2)C[C@@H]1C	7[16.7 µM]	3	0.6	-5	-5	·	-2
Cc1ccc(S(=O)(=O)Nc2ccc3c(c2)CC(=O)N([C@@H](C)CO)C[C@H](C)[C@H](CN(C)C(=O)Nc2ccccc2)O3)cc1	8[16.7 µM]	·	1.8	-3	5	·	-10
Cn1c(=O)[nH]c(=O)c2c1nc(N1CCN(C(c3ccccc3)c3ccccc3)CC1)n2CCO	·	21	-3.6	-4	84*	1	-35
CC(NC(=O)C(=O)NCCc1c[nH]c2ccccc12)c1ccccc1 (centres undefined)	·	2	1.9	43	-7	7	8

# Results in miR-122 sensor and PAX8 inh HTS, for two of the compounds above:
molecule,miR-122 sensor,PAX8 inh HTS
COc1cccc(-c2ccc([C@H]3[C@@H](CO)N4CCCCN(Cc5cncnc5)C[C@H]34)cc2)c1,6[16.7 µM],-22
Cn1cccc1CC(=O)N/N=C/c1ccco1,2,4

# More compounds.
# Values in the order – miR-122 sensor | FN deposit inh | CFTR F508del cor | EWS-Fli block | PAX8 inh HTS | DENV2 CPE | GSIS activator
> CN(CCC1CCOCC1)C(=O)C1CCC(=O)N(CCc2cccc(F)c2)C1 (centres undefined)
    -5 | 3 | -5.2 | -1 | -17 | -7 | 7
> O=C(CC1CC1)N1CC2(C1)[C@H](c1ccccc1)[C@@H](CO)N2S(=O)(=O)Cc1ccccc1
    · | -15 | 1.1 | 14 | -6 | -1 | 0
> CC(OCC(O)CN1CCN(S(=O)(=O)c2ccc(Cl)cc2)CC1)c1ccc(Cl)cc1 (centres undefined)
    1 | -10 | -2.4 | 13 | 20 | 8 | -44
> CCCC#Cc1ccc([C@@H]2[C@H]3CN(C(=O)c4ccccn4)CC(=O)N3[C@H]2CO)cc1
    · | · | 2.5 | -3 | · | 5 | 9
> O=S(=O)(c1ccc(-n2cnnn2)cc1)N(C1CCCCC1)C1CCCCC1
    9 | -2 | · | · | -5 | · | ·
> Nc1ccc(N2CCCCC2)c(S(=O)(=O)Nc2ccc(Cl)cc2)c1
    77 | 10 | 2.0 | -2 | 17 | -4 | -1
> COCCNC(=O)C(=O)NCC1OCCN1S(=O)(=O)c1ccc(F)cc1 (centres undefined)
    -2 | -3 | -0.9 | -4 | 2 | 5 | 18
> CCc1ccc(OCC(=O)NC(=S)Nc2ccc(Br)c(C)n2)cc1
    · | · | 1.2 | 8 | -3 | · | 23
> COc1ccc(-c2cc(NC=O)c3ncc(-c4cccc(C(C)=O)c4)n3c2)cc1
    -4 | · | -1.8 | 8 | 24 | -8 | -9
> CN1CCn2cnc(C(=O)NCc3ccccc3)c2C1=O
    1 | 7 | 1.4 | -8 | -14 | -10 | 0
> Cc1cccc(C)c1NC(=O)COC(=O)c1cccnc1
    -7 | -7 | -1.6 | -11 | 21 | 9 | -7
> C/C(=N/NC(=O)Cc1cccn1C)c1ccccc1
    0 | · | -4.9 | -4 | · | 4 | -1
> COCCn1c(SCC(=O)Nc2ccccc2F)nc2c(c1=O)SCC2
    · | 2 | 1.2 | 3 | 4 | 70* | 8
> Cc1ccc(-c2ccc([C@H]3[C@@H](CO)N4CCCCN(C(=O)c5ccc(F)cc5)C[C@@H]34)cc2)cc1
    -6[16.7 µM] | · | 0.7 | 3 | 12 | 3 | -19
> CC(C)(C)c1ccc(S(=O)(=O)N2CCC(N3CCCCC3)CC2)cc1
    0 | 1 | -0.3 | 8 | 4 | ? | 4
> CC1(C)Cc2c(sc(NC(=O)C(=O)N3CCOCC3)c2C#N)CO1
    -3 | 2 | -2.8 | · | -19 | 4 | 7
> Cc1ccc2c(c1)c(-c1ccccc1)nc1nncn12
    8 | 7 | 1.7 | 7 | 9 | 11 | 46*

# Single entries from the list:
# Cc1cccc(C)c1NC(=O)COC(=O)c1cccnc1 in PAX8 inh HTS is entered as 21
# O=C(CC1CC1)N1CC2(C1)[C@H](c1ccccc1)[C@@H](CO)N2S(=O)(=O)Cc1ccccc1 in DENV2 CPE is entered as -1
# C/C(=N/NC(=O)Cc1cccn1C)c1ccccc1 in miR-122 sensor is entered as 0
# COc1ccc(-c2cc(NC=O)c3ncc(-c4cccc(C(C)=O)c4)n3c2)cc1 in DENV2 CPE is entered as -8
